Compound activity: PubChem, National Center for Advancing Translational Sciences (NCATS)
Gal4-VP16 FLuc: VP16 counterscreen qHTS for inhibitors of ROR gamma transcriptional activity. Drosophila S2 Gal4-VP16 UAS-luciferase, luminescence, 20 h. Potency, µM (highest dose often 53.6 µM), without a hit: at the top dose activity, negative = inhibition, actives largely listed as inhibitors. 3.5% of 310,000 active. AID 2546, 2010;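 also: Gal4-VP16 expression switched on by copper sulfate through the metallothionein promoter; potency is read from the fitted curve at half-maximal effect; % is scaled to controls: 0 for no effect and ±100 for the full control effect; nearly all actives have a fitted effect of over 50% in size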
RORgamma inh: qHTS for inhibitors of ROR gamma transcriptional activity | 5.4% of 310,000 active | Drosophila S2 Gal4-RORgamma UAS-luciferase reporter, 20 h | Potency, µM (highest dose often 53.6 µM), for inactives: at the top dose activity change, negative = inhibition, most hits filed as inhibitors; also: potency is read from the fitted curve at half-maximal effect; % is scaled to controls: 0 for no effect and ±100 for the full control effect; nearly all actives have a fitted effect of over 60% in size
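Schneider cells (Drosophila), stable Gal4 DBD–ROR gamma + UAS-luc; 1 hr cmpd preincubation; Cu2+ induction 700 uM final; 20 hr ambient; luminescence.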
TRPV1 agonist: HTS Assay for Compounds that Act as Agonists of the Vanilloid Receptor 1; Transient receptor potential cation channel subfamily V member 1 (Homo sapiens), Q8NER1; TRPV1-expressing cells, Fluo-8 calcium influx, agonist mode; activation, % at 8.33 µM; 0.19% of 320,000 active; AID 540275, 2011; in the data active = activation above about 80%; inconclusive = between about 30% and that limit; also: 0% is about no effect
Target sequence (Q8NER1 whole entry, looked up): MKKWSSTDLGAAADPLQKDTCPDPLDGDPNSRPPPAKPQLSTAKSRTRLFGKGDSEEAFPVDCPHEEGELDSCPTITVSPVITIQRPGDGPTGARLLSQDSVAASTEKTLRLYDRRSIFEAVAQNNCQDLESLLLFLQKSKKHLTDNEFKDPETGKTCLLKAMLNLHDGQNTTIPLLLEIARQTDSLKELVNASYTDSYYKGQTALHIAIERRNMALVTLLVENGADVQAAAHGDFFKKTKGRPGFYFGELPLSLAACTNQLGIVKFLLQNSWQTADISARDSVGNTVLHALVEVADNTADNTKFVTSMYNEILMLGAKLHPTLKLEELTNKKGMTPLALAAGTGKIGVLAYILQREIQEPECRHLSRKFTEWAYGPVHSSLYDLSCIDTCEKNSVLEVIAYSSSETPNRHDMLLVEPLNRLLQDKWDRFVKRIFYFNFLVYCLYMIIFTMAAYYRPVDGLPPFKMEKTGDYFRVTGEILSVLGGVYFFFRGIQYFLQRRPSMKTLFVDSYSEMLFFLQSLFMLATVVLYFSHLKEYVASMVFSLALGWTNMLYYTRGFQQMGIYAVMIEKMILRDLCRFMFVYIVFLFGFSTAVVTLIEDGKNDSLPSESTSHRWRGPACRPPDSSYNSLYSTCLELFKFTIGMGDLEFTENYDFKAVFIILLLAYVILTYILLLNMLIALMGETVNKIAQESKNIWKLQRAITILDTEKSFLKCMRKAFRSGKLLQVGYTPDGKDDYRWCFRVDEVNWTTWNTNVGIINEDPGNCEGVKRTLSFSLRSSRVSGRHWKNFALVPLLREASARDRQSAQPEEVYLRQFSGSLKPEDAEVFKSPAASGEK
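Fluo-8 calcium influx in TRPV1-expressing cells, kinetic read (ex 480/em 520 nm). Compound added and read 3 min for agonist activity, followed by capsaicin at EC20 final and 2 min further read for enhancement.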
FLuc modulator: qHTS profiling assay for firefly luciferase inhibitor/activator using purifed enzyme and Km concentrations of substrates (counterscreen for miR-21 project); 6.9% of 360,000 active; purified FLuc, Km substrates, luminescence inhibition; Luciferin 4-monooxygenase (Photinus pyralis), P08659; Potency, µM (series often up to 57.5 µM), for the others: top-dose activity change, negative = inhibition, hits mostly inhibitors; AID 588342, 2011;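 also: potency is read from the fitted curve at half-maximal effect; plate controls were vehicle for no effect and reference inhibitor for full effect; nearly all actives have a fitted effect of over 55% in size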
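Biochemical qHTS of compounds, final roughly 60 µM downward over six points, against 10 nM purified firefly luciferase using Km concentrations of substrates (10 uM D-luciferin, 10 uM ATP) in Tris acetate pH 7.5 buffer; luminescence output.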
Tb PFK inh: qHTS Assay to Find Inhibitors of T. brucei phosphofructokinase; ATP-dependent 6-phosphofructokinase (Trypanosoma brucei brucei), O15648; T. brucei PFK, ADP-Glo luminescence; Potency, µM (highest dose often 57.5 µM), for inactives: top-dose activity, negative = inhibition, most hits filed as inhibitors; 0.17% of 330,000 active; AID 485367, 2010;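 also: potency is read from the fitted curve at half-maximal effect; 0% = uninhibited 1x PFK enzyme wells and -100% = no-enzyme wells; nearly all actives have a fitted effect of over 60% in size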
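1.25 nM PFK with 0.5 mM F6P and 0.1 mM ATP in 0.1 M TEA pH 8.0, 5 mM MgCl2, incubated 45 min at room temperature; ADP measured by ADP-Glo luminescence; compounds titrated up to 57 uM.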
BRCA1 expr act: qHTS Assay to Identify Small Molecule Activators of BRCA1 Expression; MCF7-BRCA1-FFLuc reporter, luminescence, 48 h; response scale: scaled: vehicle 0%, 10 µM genistein 100%; Potency, µM (doses to about 46.1 µM), for the others: at the top dose activation, most hits filed as activators; 1.1% of 380,000 active; AID 624202, 2012; also: potency is read from the fitted curve at half-maximal effect; nearly all actives have a fitted effect of over 80% in size; some results filed as inactive show a strong effect at the top dose
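First, MCF7-BRCA1-FFLuc cells (2000/well) attach for 2 h; next, compounds are pin-added and incubated 48 h at 37 °C; finally, luciferase reagent is added and luminescence read after 15 min.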
NPC1 promoter act: qHTS Assay for NPC1 Promoter Activators. Huh7 NPC1 promoter luciferase reporter, 24 h. Potency, µM (highest dose often 9.22 µM), inactives show at the top dose activation, most hits filed as activators. 2.4% of 320,000 active;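 also: potency is read from the fitted curve at half-maximal effect; % of control where 0% means no effect; nearly all actives have a fitted effect of over 60% in size; reporter is driven by a mutant NPC1 promoter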
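Luminescence from an NPC1 promoter-driven luciferase reporter in stably transfected Huh7 cells was measured after 24 h compound treatment at 37 °C, followed by 10 min ambient incubation with luciferase detection reagent.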
ELG1 genotoxic: qHTS screen for small molecules that induce genotoxicity in human embryonic kidney (HEK293T) cells expressing luciferase-tagged ELG1 | 1.3% of 330,000 active | AID 504466, 2011 | HEK293T ELG1-luciferase reporter, luminescence, 16 h | Potency, µM (series often up to 46 µM), without a hit: at the highest dose activity change, positive = activation, hits mostly activators; also: potency is read from the fitted curve at half-maximal effect; % of control where 0% means no effect; nearly all actives have a fitted effect of over 60% in size
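Quantitative HTS format in 1536-well plates. HEK293T ELG1-luciferase reporter cells receive test compound and are incubated 16 hr at 37 °C, 5% CO2; ONE-Glo added, 30 min room temperature, then luminescence read.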
ELG1 DNA repair: qHTS screen for small molecules that inhibit ELG1-dependent DNA repair in human embryonic kidney (HEK293T) cells expressing luciferase-tagged ELG1 | HEK293T ELG1-luciferase reporter, luminescence, 16 h; DNA damage induced by 5-fluorouridine | Potency, µM (top dose mostly 46.1 µM), inactives show top-dose activity change, negative = inhibition, hits mostly inhibitors | 2.3% of 330,000 active; also: potency is read from the fitted curve at half-maximal effect; % is scaled to controls: 0 for no effect and ±100 for the full control effect; nearly all actives have a fitted effect of over 55% in size
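In this reporter screen, reduction of luminescence relative to DMSO vehicle indicated activity. Compounds and 5-fluorouridine were added together to 2,000 cells per well, incubated for 16 hr at 37 °C, then developed with ONE-Glo.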
p53 reactivator: qHTS assay for re-activators of p53 using a Luc reporter | H1299 p53-A138V BP100-luciferase reporter, luminescence, 24 h | 0.063% of 320,000 active | Potency, µM (series often up to 92.2 µM), inactives show at the top dose activity change, positive = activation, hits mostly activators; also: potency is read from the fitted curve at half-maximal effect; % of control where 0% means no effect; nearly all actives have a fitted effect of over 45% in size
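p53-null H1299 cells stably carrying temperature-sensitive p53-A138V and a BP100-luciferase reporter were pinned with compounds (4-point, 1:5 series) and held 24 hrs at 37 deg C. Luminescence was read 10 min after detection reagent.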
Rab9 promoter act: qHTS Assay for Rab9 Promoter Activators. Huh7 Rab9 promoter-luciferase reporter, luminescence, 24 h. Potency, µM (top dose mostly 9.22 µM), for the others: at the top dose activation, negative = inhibition, actives largely listed as activators. 2.8% of 320,000 active. AID 485297, 2010; also: potency is read from the fitted curve at half-maximal effect; % of control where 0% means no effect; nearly all actives have a fitted effect of over 60% in size
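Luminescence from Amplite-detected luciferase (10 minutes, ambient) reports Rab9 promoter activation. Before that, stable Rab9-luciferase Huh7 cells (1500/well, reduced-serum OP-MEM I plus 10% FBS) were exposed to compound for 24 hours at 37C.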
Active calls of the source: *; ? = inconclusive; . = no result given; [ ] = dose if it differs, or a comment. Unless noted, calls follow the shape of the dose curve; as a rule, active = well fitted curve in the direction sought with a large enough effect; inconclusive = small, poorly fitted or top-dose-only effect, or another doubt; inactive = no such curve, though single readings can be large; an effect the other way counts as inactive or inconclusive.

SMILES	Gal4-VP16 FLuc	RORgamma inh	TRPV1 agonist	FLuc modulator	Tb PFK inh	BRCA1 expr act	NPC1 promoter act	ELG1 genotoxic	ELG1 DNA repair	p53 reactivator	Rab9 promoter act
Cc1cc(C(=O)OCC(=O)NC2CCC(C)CC2)c(C)o1 (centres undefined)	.	.	8	-3%	0%	-8%	0%	0%	?	16%	0%
CCC(C)NC(=O)c1ccccc1SC (centres undefined)	-15%	-2%	1	1%	0%	2%	-5%	1%	1%	-1%	-3%
COc1cccc(/C(O)=C2/C(=O)C(=O)N(c3cc(C)on3)C2c2cccs2)c1 (centres undefined)	-11%	3%	0	-1%	-1%	0%	1%	-9%	6%	-4%	0%
COc1cc(/C=N\NC(=O)C2COc3ccccc3O2)cc(OC)c1O (centres undefined)	0%	-1%	88*	-4%	-1%	0%	-6%	6%	0%	-3%	-1%
COc1ccc(CNC(=O)c2c(-c3c(F)cccc3Cl)noc2C)cc1	-8%	10%	-1	4%	-7%	-25%	1%	-2%	1%	-1%	-2%
CC(C)C(=O)NC(NCC1CCCO1)C(Cl)(Cl)Cl (centres undefined)	-2%	2%	-2	-1%	2%	-9%	-1%	-2%	1%	-6%	0%
O=C(c1ccco1)N1CCN(c2ncnc3scc(-c4cccs4)c23)CC1	.	-7%[0.365 µM]	18	3%	-10%	-55%	-1%	-31%[inhibitor]	?	-25%	-9%
CC1Cc2ccccc2N1C(=O)CSc1nnc2c(n1)[nH]c1ccccc12 (centres undefined)	4%	-6%	-1	-11%	0%	-30%	-3%	-5%	0%	?	8%
O=C1CS/C(=N/N=C/c2ccccc2OS(=O)(=O)c2ccccc2)N1	13µM*	?	-4	-2%	-3%	-20%	-1%	0%	3%	-6%	0%
COc1cc(CCC(=O)OCC(=O)Nc2ncc(Cl)cc2Cl)cc(OC)c1OC	-6%	-19%	0	-2%	-3%	-12%	2%	5%	19%	4%	4%
CCCCCNC(=O)c1cccnc1SCC(=O)Nc1ccccc1OC	-5%	37%	3	-2%	0%	-35%	-2%	0%	?	-10%	-3%
COc1ccc(C)cc1NC(=O)CSc1nnc(-c2ccccn2)n1Cc1ccco1	-1%	28%	-2	0%	-4%	-29%	0%	-3%	-20%	0%	1%
COC(=O)c1scc(C)c1NC(=O)CSc1ccc(Cl)cc1	-10%	-5%	0	6%	-1%	-25%	-1%	-5%	?	-6%	-2%
COCCCNC(=S)N1CCCN(c2nc3cc(C)c(C)cc3cc2C#N)CC1	-21%	-28%	24	-12%	-5%	-18%	-8%	-9%	?	-6%	-10%
O=C(O)c1ccc(-n2cccn2)nc1	-9%	-6%	-5	1%	1%	0%	-4%	4%	7%	-1%	-2%

Profiles, quoted from the list. Screens in order: Gal4-VP16 FLuc, RORgamma inh, TRPV1 agonist, FLuc modulator, Tb PFK inh, BRCA1 expr act, NPC1 promoter act, ELG1 genotoxic, ELG1 DNA repair, p53 reactivator, Rab9 promoter act
Entry for O=C1CS/C(=N/N=C/c2ccccc2OS(=O)(=O)c2ccccc2)N1 = 13µM*, ?, -4, -2%, -3%, -20%, -1%, 0%, 3%, -6%, 0%
Entry for CC1Cc2ccccc2N1C(=O)CSc1nnc2c(n1)[nH]c1ccccc12 (centres undefined) = 4%, -6%, -1, -11%, 0%, -30%, -3%, -5%, 0%, ?, 8%

The listing continues.
SMILES	Gal4-VP16 FLuc	RORgamma inh	TRPV1 agonist	FLuc modulator	Tb PFK inh	BRCA1 expr act	NPC1 promoter act	ELG1 genotoxic	ELG1 DNA repair	p53 reactivator	Rab9 promoter act
CCC(C)NC(=O)C1=CCN(S(=O)(=O)c2ccc(C)cc2)CC1 (centres undefined)	-10%	10%	-3	4%	1%	0%	-5%	-2%	-14%	-1%	1%
Cc1ccc(N(CC(=O)NCc2ccco2)C(=O)CCC(=O)Nc2nccs2)c(C)c1	-1%	-25%	0	-1%	2%	-35%	-4%	-3%	6%	-1%	-3%
Cc1cccc(CN2CCN(CC(=O)O)C2=O)c1	0%	-2%	3	?	1%	-6%	0%	0%	?	13%	2%
CC(C)c1cccc(C(C)C)c1OCCCCN1CCCC1	-1%	2%	6	0%	-2%	0%	-1%	-3%	17%	1%	4%
CN(CCCC1CCCC1)C(=O)c1cc(COc2c(F)cccc2F)on1	6%	6%	29	1%	0%	-17%	-1%	-3%	-1%	-1%	-3%
O=C1C(=O)N(CCCN2CCOCC2)C(c2ccc(F)cc2)/C1=C(\O)c1ccc2c(c1)OCCO2 (centres undefined)	-4%	-14%	2	0%	-7%	-15%	-7%	1%	-3%	1%	0%
O=C(O)C1C2C=CC(C2)C1C(=O)NCCc1cccc(Cl)c1 (centres undefined)	5%	?	3	-4%	-6%	0%	-2%	-2%	9%	6%	0%
Cc1ccc2oc3c(c(=O)c2c1)C(c1cccc(Br)c1)N(Cc1ccco1)C3=O (centres undefined)	-5%	9%	14	0%	0%	-10%	-5%	-1%	-2%	25%	-1%
COc1ccc(CC(=O)Nc2cc(=O)n(C)c(=O)n2C)cc1	-12%	4%	2	4%	-2%	13%	0%	-5%	4%	-5%	5%
CCOC(=O)c1ccccc1CN1C(=O)c2ccccc2S1(=O)=O	4%	3%	0	1%	-4%	19%	8%	2%	?	0%	0%
COc1cc(C(C)=O)ccc1Oc1cnccn1	-21%[10 µM]	2%	3	0%	7%	6%	-2%	14%	7%	2%	3%
O=C(c1cccs1)n1cc(C(=S)N2CCOCC2)c2ccccc21	-7%	1%	4	-1%	.	0%[1.84 µM]	.	.	.	.	.
Cc1ccc(S(=O)(=O)Nc2ccc(-n3cnnn3)cc2)c(C)c1	.	.	3	.	-8%	4%	0%	1%	-14%	-7%	1%
NC(=S)N/N=C/c1ccccc1OCc1cccc(Cl)c1	4µM*	0.79µM*	-2	-17%	-21%	-78%	-7%	-8%	-17%	-2%	-2%
C/C(=N\NC(=O)c1cccc(Cl)c1)c1cccc(NC(=O)c2ccco2)c1	-17%	-1%	2	19µM*	-6%	13%	-4%	-3%	?	-6%	0%
O=C1CCCC(=O)N1c1ccc(N2CCN(c3ccccc3)CC2)c([N+](=O)[O-])c1	-6%	5%	2	2%	-14%	-11%	0%	-1%	6%	-5%	-15%
O=C(N/N=C/c1ccccn1)C12CC3CC(CC(C3)C1)C2	20µM*	2.8µM*	1	?	0%	-2%	-2%	1%	-7%	?	7%
COc1ccc(C(C(=O)NC2CCCCC2)N(C(=O)c2ccco2)c2ccccc2C(C)=O)cc1OC (centres undefined)	0%	-3%	18	0%	-7%	-9%	0%	3%	?	-4%	-1%
CC(C)CNC(=O)c1cccc(NC(=O)C2CCCO2)c1 (centres undefined)	0%	?	1	5%	4%	-13%	1%	-2%	4%	-4%	0%
CCOc1ccc(C)cc1S(=O)(=O)NC1CCCCCC1	23%	2%	?	0%	2%	-30%	2%	1%	-5%	-17%	2%
CCn1nc(NC(=O)c2ccncc2)c2cc3ccccc3nc21	-7%	-24%	?	-15%	0%	-8%	0%	-2%	?	-4%	0%
COc1ccccc1NC(=O)CN1CCN(CC(=O)Nc2ccc(C)c(F)c2)CC1	-6%	10%	1	0%	1%	-10%	-7%	-4%	0%	-7%	2%
O=C(NCC1(O)CCCCC1)C1CCC(=O)N(Cc2ccccc2F)C1 (centres undefined)	-3%	-9%	5	4%	0%	5%	-1%	-3%	-2%	-3%	0%
Cc1ccc(C(=O)C2CCOC(C)(C)C2)cc1 (centres undefined)	8%	-8%	0	2%	-1%	-2%	-3%	1%	14%	-3%	-9%
CC1CCOC2(O1)C(=O)N(CN1CCN(c3cccc(Cl)c3)CC1)c1ccccc12 (centres undefined)	-10%	22%	7	4%	-18%	-28%	-3%	1%	-14%	-7%	-8%
O=C1CC(c2ccccc2)CC2=C1CN(C1CCCCC1)CN2 (centres undefined)	-7%	6%	6	-2%	-6%	-61%	-3%	24%	-4%	-4%	1%
CCCCOCCCNC(=O)N[C@@H](CCSC)C(=O)OC	1%	-38%	-1	0%	1%	3%	0%	0%	-17%	10%	-3%
Cc1ccccc1S(=O)(=O)Cc1ccc(C(=O)NCCCOC(C)C)o1	6%	6%	-1	0%	-2%	1%	1%	1%	-5%	9%	-7%
